RXFP1 antag: antagonists of human relaxin receptor RXFP1 | HEK293-RXFP1, relaxin-stimulated cAMP HTRF, 30 min; active compounds read low | activity change, negative = inhibition, % at 57.5 µM | hit rate 0.59% among 350,000 | AID 1259400;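 active means activity change of -60% or lower, but not beyond a set lower limit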; further: on the % scale 0 is the no-effect control and ±100 the full control effect
Target sequence (Q9HBX9 whole entry, looked up): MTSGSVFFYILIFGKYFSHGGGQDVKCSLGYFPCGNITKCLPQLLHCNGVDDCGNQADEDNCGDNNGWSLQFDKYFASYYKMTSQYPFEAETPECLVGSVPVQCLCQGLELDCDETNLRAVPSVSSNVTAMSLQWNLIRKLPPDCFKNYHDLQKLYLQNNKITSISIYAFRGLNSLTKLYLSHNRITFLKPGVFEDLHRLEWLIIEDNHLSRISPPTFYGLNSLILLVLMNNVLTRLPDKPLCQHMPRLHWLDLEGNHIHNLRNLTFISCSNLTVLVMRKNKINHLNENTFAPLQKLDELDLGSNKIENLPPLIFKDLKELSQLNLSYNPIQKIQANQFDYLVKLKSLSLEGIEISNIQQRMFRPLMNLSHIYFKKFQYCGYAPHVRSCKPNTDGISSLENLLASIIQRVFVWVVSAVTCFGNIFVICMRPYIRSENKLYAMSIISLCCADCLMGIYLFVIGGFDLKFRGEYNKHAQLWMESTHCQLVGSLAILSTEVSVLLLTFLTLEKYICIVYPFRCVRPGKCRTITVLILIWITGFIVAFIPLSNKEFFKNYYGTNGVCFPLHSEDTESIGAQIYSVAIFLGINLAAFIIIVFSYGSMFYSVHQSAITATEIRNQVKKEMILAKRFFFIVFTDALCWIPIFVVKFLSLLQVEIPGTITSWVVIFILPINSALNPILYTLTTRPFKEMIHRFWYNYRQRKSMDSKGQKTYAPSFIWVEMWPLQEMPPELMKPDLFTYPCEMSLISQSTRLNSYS
D2 agonist: activates the human D2 dopamine receptor; HEK293 T-REx D2 cells, calcium flux agonist mode; hit rate 0.53% among 340,000; P14416; AID 485358; activation, % at 2 µM;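 active means activation over 3 SD above normal in the single-dose calcium agonist read, cut at about 30% in these data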; further: 0% is about no effect
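In this primary screen, compounds producing a positive calcium signal within 180 s of addition to tetracycline-induced, force-coupled HEK293 Trex D2 cells are flagged; cells are dye-loaded with a no-wash calcium kit beforehand.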
D1 PAM: human D1 dopamine receptor positive modulation; HEK293 TREx D1 cells, calcium flux, dopamine EC20 potentiation; potentiation, % at 10 µM; hit rate 0.036% among 360,000; AID 504651; in the data active means potentiation above about 30%; further: 0% is about no effect
D2 antag: D2 dopamine receptor (human) antagonism; hit rate 2% among 340,000; inhibition, % at 10 µM; P14416; HEK293 TREx D2 cells, calcium flux, dopamine EC80; AID 485344; in the data active means inhibition above about 30%; further: 0% is about no effect
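Measurement of antagonist activity uses fluorescent calcium dye in inducible HEK293 T-REx D2 cells: 10 s baseline, compound addition with 180 s read, EC80 dopamine addition with a further 180 s read.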
D1 ag: human D1 receptor agonism; P21728; HEK293 T-REx D1 cells, calcium flux, agonist mode; activation, % at 2 µM; hit rate 1% among 360,000; AID 504660; further: 0% is about no effect
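Inducible HEK293 T-REx D1 cells, force-coupled to calcium signalling, were plated at 4000 cells/well with tetracycline and held overnight at 30 C. After no-wash calcium dye loading, compound-evoked calcium rise over 180 s flagged agonists.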
TRHR PAM: TRH receptor (human) allosteric enhancement; hit rate 0.66% among 360,000; AID 493056; TRHR cells, fluo-8 calcium fluorescence, EC20 TRH enhancement; enhancement, % at 2 µM; P34981; in the data active means enhancement above about 30%; further: 0% is about no effect
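TRHR-expressing cells loaded with fluo-8 calcium dye were read kinetically (ex 480/em 530) during compound addition, then stimulated with an EC20 of TRH (10 nM final). Enhancement of the Gq-mediated intracellular calcium response was scored.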
D1 antag: human D1 dopamine receptor antagonism | P21728 | HEK293 TREx D1 cells, calcium flux, dopamine EC80; active compounds read low | activity change, negative = inhibition, % at 10 µM | hit rate 3.2% among 360,000 | AID 504652; in the data active means activity change below about -30%; further: on the % scale 0 is the no-effect control and ±100 the full control effect
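Using tetracycline-induced force-coupled D1 Hek293 cells and a calcium dye, signals were followed for 180 s after compound, then for 180 s after EC80 dopamine, to detect inhibitors.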
TRHR agonist: activates the human TRH receptor; activation, % at 2 µM; TRHR cells, calcium flux fluo-8, FDSS agonist mode; P34981; hit rate 0.18% among 360,000; further: 0% is about no effect
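Fluo-8-loaded TRHR cells; 10 s baseline, compound added, kinetic Ca2+ fluorescence read 1/s, agonist mode.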
D2 potentiator: positively modulates the human D2 dopamine receptor allosterically; hit rate 0.34% among 340,000; potentiation, % at 10 µM; AID 485347; P14416; HEK293 T-REx D2, calcium flux, EC20 dopamine potentiation;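 active means potentiation over 3 SD above the plate norm, cut at about 30% in these data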; further: 0% is about no effect
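Tetracycline-induced HEK293 T-REx cells force-coupled to calcium signalling expressed D2; compounds were pin-added after a 10 s baseline, read kinetically 180 s, then an EC20 dopamine challenge followed with a further 180 s calcium read.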
* marks the source's active call; other numbers are inactive results; nt = no result given; & = joins results of further samples. Unless noted, no stated cut-off is given here; in the data, active means activation above about 30%; inactive means the rest.

SMILES	RXFP1 antag	D2 agonist	D1 PAM	D2 antag	D1 ag	TRHR PAM	D1 antag	TRHR agonist	D2 potentiator
Cc1ccccc1Cn1ccc(NC(=O)CCSc2nc(-c3ccco3)cc(C(F)(F)F)n2)n1	-2	0.5	-2	-7	8	-4	31	0.3	21
COc1ccc(NC(=O)CSc2nc(O)cc(=O)n2-c2ccccc2OC)cc1	-4	0.6	2	7	3	1	-1	1.2	7
c1ccc(COc2cccc(CNCc3cccs3)c2)cc1	-9	nt	14	nt	11	-3	17	0.0	nt
O=C(N/C(=C/C=C/c1ccccc1)C(=O)N1CCCCC1)c1ccc([N+](=O)[O-])cc1	-5	-0.1	-2	-10	0	2	2	0.1	-4
CCOc1ccc(S(=O)(=O)NCCC(=O)N2CCC(Cc3ccccc3)CC2)cc1	-2	0.1	-2	-12	1	-8	6	0.7	-7
Cc1ccc(CN(CCO)CCO)cc1	-6	-1.7	3	4	0	-3	9	-0.2	-2
CCCCC(=O)Nc1cccn2ncnc12	-9	1.9	2	-29	0	1	7	0.0	4
CC(=O)c1ccc(C(=O)N(CCCN(C)C)c2nc3c(C)c(C)ccc3s2)cc1	nt	nt	-4	nt	24	-1	-2	1.4	-5
CCOC(=O)C1CCN(C(=O)CN2c3ccc(C(C)C)cc3-c3ccccc3S2(=O)=O)CC1	-2	-2.2	-2	nt	4	-11	3	-0.9	-7
NC(=O)C1CC(=O)N(c2ccc(OCC(=O)NCc3ccccc3)cc2)C1 (centres undefined)	-11	6.4	-3	-14	1	-1	31	0.2	nt
CCOc1ccc(NC(=S)NNc2ccnc3cc(Cl)ccc23)cc1	-14	-0.3	-2	3	1	25	3	0.5	3
C/C(=N/NC(=O)c1ccc(Cn2cccn2)o1)c1cccc(NC(=O)c2ccncc2)c1	7	-1.3	-5	0	1	-4	-10	-0.1	-24
CC(=O)N/C(=C\c1ccc(F)cc1)C(=O)OCc1ccccc1	-3	0.1	-5	-6	1	-1	-3	-0.6	-5
COc1cccc(OCc2nnc(SCC(=O)OCc3ccccc3)o2)c1	6	-0.1	-1	5	6	16	-9	0.3	11
Cc1cccc(NC(=O)c2ccc(N3C(=O)C4C5C=CC(C6CC56)C4C3=O)cc2)c1 (centres undefined)	0	0.1	0	2	16	-1	0	-0.5	0
C#CCCc1cocc1/C=[N+](\[O-])c1ccc(C(=O)OCC)cc1	nt	-0.3	1	1	2	-1	16	0.6	7
O=C(Cn1c(=O)oc2cc(S(=O)(=O)N3CCCCC3)ccc21)NCc1ccc(Cl)cc1	nt	0.2	-4	nt	13	1	-21	-0.2	18
CN1CCN(/N=C/c2ccc(OCc3ccccc3)cc2)CC1	0	-0.2	-19	0	32*	1	-69*	0.4	-7
CC(C)N(C(=O)CSc1nnc(CSc2ncccn2)n1C)C(C)C	6	0.3	-3	15	0	-3	-9	-0.1	-12
CCCN(Cc1ccccc1)C(=S)Nc1cccc(C)c1C	-6	-0.4	6	5	-1	0	nt	-0.2	0
CC(C)CCNc1nc2ccccc2nc1NS(=O)(=O)c1cccs1	2	0.9	-5	0	1	-4	10	0.6	-5
COc1ccc(C(CC(=O)O)NC(=O)c2ccccc2)cc1OC (centres undefined)	9	0.9	-2	12	-1	-10	4	-0.2	-6
COC(=O)c1sc(NC(=O)CCCn2nc([N+](=O)[O-])cc2C)c(C(=O)OC)c1C	nt	0.2	16	-4	1	16	11	0.2	-14
CC(OC(=O)c1ccco1)C(=O)Nc1ccc(C(F)(F)F)cc1 (centres undefined)	-8	0.7	-2	-6	5	-3	-15	2.6	10
Clc1cccc(Cl)c1Cn1nnc(N2CCCC2)n1	-15	-0.5	9	6	3	2	24	-2.1	1
COc1ccc(S(=O)(=O)c2cnc3ccc(OC)cc3c2N2CCC3(CC2)OCCO3)cc1	13	1.4	-1	-34	1	-3	27	-0.1	0
COCCCNC(=O)c1ccccc1Sc1ccc(NC(C)=O)nc1	5	nt	7	nt	4	-8	-3	0.2	nt
O=C(Nc1ccc(F)c(Cl)c1)c1cccnc1	-7	-0.3	-2	18	3	-6	-9	0.3	6
COC(=O)c1ccccc1NC(=S)NC(=O)c1cccc2ccccc12	-6	-0.3	1	-14	4	1	-5	-0.1	-6
C=CCn1c(=O)c(C(=O)Nc2ccccc2S(N)(=O)=O)c(O)c2ccccc21	-16	0.0	-6	9	1	-3	-6	-0.8	-3
O=C(CSc1nnnn1-c1cccnc1)Nc1ccccc1F	-13	0.2	2	3	8	-7	21	0.1	-9
Cc1ccccc1-c1nnn(CC(=O)c2ccc(S(=O)(=O)N3CCCC3)cc2)n1	-1	0.7	1	4	4	0	-5	0.6	7
CCOc1ccc(NC(=O)c2cnc3ccccn3c2=O)cc1	-5	0.1	4	nt	2	4	2	-0.1	-4
CCOC(=O)c1c(C)c(C(=O)N2CCN(c3cccc(Cl)c3)CC2)c(C)n1C	-2	0.2	-1	-4	2	-8	22	-1.2	3
COc1ccc(-c2nc(C#N)c(N3CCN(c4ccccc4)CC3)o2)cc1	nt	1.8	1	-12	1	-7	6	0.2	1
COc1ccccc1CNC(=O)[C@@H]1CCCN1C(=O)C1CCN(S(=O)(=O)c2ccc(C)cc2)CC1	2	-0.4	-6	14	3	5	-1	-0.3	12
COc1ccc(OC)c(CNC(=O)CCn2c(=O)c3cccn3c3ccc(F)cc32)c1	10&8	-0.4&-0.4	5&-2	13	2&2	-14&-5	-2&-3	-0.7&-0.1	2&-13
CSCCC(NC(N)=O)C(=O)Nc1ccc(C)cc1 (centres undefined)	-4	3.3	-4	-22	1	0	2	0.0	0
N#CC1(NC(=O)CSc2nc3ncc(Cl)cc3[nH]2)CCCCC1	16	0.4	-8	-5	21	4	-20	-0.3	-12
O=C(NC1CCCc2ccccc21)c1cccc(S(=O)(=O)N2CCOCC2)c1 (centres undefined)	-2	3.0	3	7	-1	13	3	-1.1	-1
Cc1nc(N)nc(C)c1Cc1ccccc1	0	0.8	-6	2	3	-3	36	0.2	-7
CC(C)(C)C(=O)Nc1ccccc1-c1nc2ccccc2[nH]c1=O	3	-0.5	9	-7	0	-2	-12	0.6	13
COc1ccc(-n2c(C)cc(C(=O)COc3ccc(-n4cnnn4)cc3)c2C)cc1	-8	0.1	-3	-6	3	11	11	0.3	-6
CN(C)/C=C(/C(=O)c1ccc(Cl)cc1)S(=O)(=O)c1ccccc1	-6	-0.3	-2	-25	2	3	15	0.2	4
Cc1ccc(C2C=C(c3ccccc3)Nc3nc(N4C(=O)CCC4=O)nn32)cc1 (centres undefined)	-28	1.2	-1	-14	2	0	nt	13	1
C=CCN(c1ccccc1)S(=O)(=O)c1cc2c(cc1C)N(C)CCO2	6	0.4	3	-11	2	1	5	-1.0	9
COCCNC(=O)c1c(NC(=O)c2nc(SC)ncc2Cl)sc2c1CCCC2	3	0.6	-1	-12	1	14	-13	1.0	2
O=P(Cc1cc[n+]([O-])cc1)(c1ccccc1)c1ccccc1	2	0.0	-8	-3	1	3	-6	0.7	0
CCOC(=O)C1=C(Cc2ccc(Cl)cc2)C(=O)c2ccccc2C1=O	-37	2.1	-3	15	9	7	-8	2.5	3
O=C(CNC(=O)N1CC(=O)Nc2ccccc21)NCc1ccccc1Cl	-61*	nt	-3	nt	4	2	-8	0.1	nt
NC(=O)CC(NC(=O)Cc1ccc(Cl)cc1)c1ccc(N2CCC(Cc3ccccc3)CC2)c([N+](=O)[O-])c1 (centres undefined)	nt	-0.7	-3	4	0	-6	-12	0.0	-18
COc1ccc(OC)c(NC(=O)CCC(=O)N(Cc2ccc(OC)c(OC)c2)c2nccs2)c1	0	-1.8	-1	-13	0	0	-4	-1.4	-7
CCCCc1nc(Cl)c(C#N)c2c1CCC2	-19	-0.1	-2	24	1	-8	6	-0.3	6
Cc1ccc(NC(=O)/C(C#N)=C/c2cc(C)n(-c3ccc(Br)cc3)c2C)cc1C	-63*	0.8	-1	nt	-1	-6	1	1.0	nt
COc1ccc(S(=O)(=O)NC(C)C(=O)N2CCCC2)cc1Cl (centres undefined)	0	0.7	-2	-2	1	2	-2	0.3	5
CC1(c2ccc(OC(F)F)cc2)NC(=O)N(CC(=O)Nc2ccc3[nH]c(=O)[nH]c3c2)C1=O (centres undefined)	-7	0.4	-3	-7	2	-1	5	0.1	-3
O=C(NC1CCN(C(=O)Nc2ccccc2Cl)CC1)c1ccccc1	1	-0.4	-3	2	1	-5	16	-0.3	4
O=C(N/N=C/c1ccccc1O)c1ccc2c(c1)OCO2	0	1.9	-1	11	1	2	0	0.4	-14
O=C(CSc1ccc2c(c1)OCCO2)NC(=O)NC1CCCC1	7	nt	-3	nt	6	3	-25	-0.6	nt
Cc1c(-c2nsc(NC(=O)c3cccs3)n2)nnn1-c1ccc(F)cc1	-15	0.4	-2	nt	8	-2	-10	1.0	0
Going on with the list.
SMILES	RXFP1 antag	D2 agonist	D1 PAM	D2 antag	D1 ag	TRHR PAM	D1 antag	TRHR agonist	D2 potentiator
Cc1cccc(C)c1NC(=O)CNC(=O)C1CCCC1	-5	0.8	-4	-2	3	1	7	0.6	4
O=C(CC1C(=O)NCCN1CC1CCCCC1)NCc1ccccc1Cl (centres undefined)	-16	1.8	5	16	3	-12	5	-0.2	-7
CC(=O)N1c2ccc(S(=O)(=O)N3CCC(C(=O)N4CCN(c5ccccc5F)CC4)CC3)cc2CC1C (centres undefined)	34	-1.4	0	-7	3	-5	-19	-0.1	-2
CCc1ccccc1NC(=O)CNC(=O)CNC(=O)c1cccs1	7	-0.1	-7	-20	-1	-1	-3	0.3	11
CCOC(=O)N1CCC(NC(=O)c2cnn(-c3cccc(F)c3)c2-n2cccc2)CC1	-5	nt	-3	nt	2	-7	6	-0.7	nt
Cc1nn(C)cc1C(=O)Nc1c(C)nn(Cc2ccccc2Cl)c1C	-9	nt	-2	nt	4	1	8	0.0	nt
CC1CCN(C(=O)COC(=O)Cc2c[nH]c3ccccc23)CC1	1	-0.6	3	-2	1	-4	-30	-0.5	9
CC(=O)Nc1cccc(NC(=O)CSc2nccn2Cc2ccc3c(c2)OCO3)c1	6	-2.3	-4	nt	2	5	2	0.0	-4
Cc1cc(N2CCOCC2)nc(-c2ccccc2O)n1	-10	0.5	5	-14	-2	1	-4	-1.2	6
CC(=O)Cc1nsc(NC(=O)c2ccc(COc3cccc(C)c3)o2)n1	16	6.3	-8	5	2	1	19	0.2	nt

Shown with two lines to a compound: entries from further up.
Below each SMILES: RXFP1 antag, D2 agonist, D1 PAM, D2 antag, D1 ag, TRHR PAM, D1 antag, TRHR agonist, D2 potentiator
CC(=O)Nc1cccc(NC(=O)CSc2nccn2Cc2ccc3c(c2)OCO3)c1
 : 6, -2.3, -4, nt, 2, 5, 2, 0.0, -4
Cc1cc(N2CCOCC2)nc(-c2ccccc2O)n1
 : -10, 0.5, 5, -14, -2, 1, -4, -1.2, 6

Reformatted: results already given.
compound | RXFP1 antag | D2 agonist | D1 PAM | D2 antag | D1 ag | TRHR PAM | D1 antag | TRHR agonist | D2 potentiator
CC1CCN(C(=O)COC(=O)Cc2c[nH]c3ccccc23)CC1 | 1 | -0.6 | 3 | -2 | 1 | -4 | -30 | -0.5 | 9
CC(=O)Nc1cccc(NC(=O)CSc2nccn2Cc2ccc3c(c2)OCO3)c1 | 6 | -2.3 | -4 | nt | 2 | 5 | 2 | 0.0 | -4
Cc1cc(N2CCOCC2)nc(-c2ccccc2O)n1 | -10 | 0.5 | 5 | -14 | -2 | 1 | -4 | -1.2 | 6
CC(=O)Cc1nsc(NC(=O)c2ccc(COc3cccc(C)c3)o2)n1 | 16 | 6.3 | -8 | 5 | 2 | 1 | 19 | 0.2 | nt

This is a random part of the collection; about 7.1% have a hit in one of these screens.
